Rv3671c protease – inhibitors of M. tuberculosis serine protease Rv3671c | AID 2606 | P9WHR9 | inhibition, % at 5.96 µM | 0.048% of 320,000 active; in the data active = inhibition above about 38%;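 also: extracellular domain of Rv3671c used as enzyme; 0% = enzyme with DMSO and 100% = no enzyme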
BH1578 lux ind – induces V. cholerae light production without autoinducers; V. cholerae BH1578 lux reporter, luminescence, 6 h; 0.16% of 350,000 active; activation, % at 18.7 µM; in the data active = activation mostly above about 9.7%, no sharp cut-off; also: not every result past the cut was called active; inactives centre near 0; reference of the scale not given here
TcdB GH inh – inhibitors of Clostridioides difficile toxin B glycohydrolase | P18177 | TcdB glycohydrolase enzymatic assay, plate reader | inhibition, % at 9.99 µM | 0.24% of 350,000 active | AID 652162; in the data active = inhibition above about 10%
Target sequence (P18177 whole entry, looked up): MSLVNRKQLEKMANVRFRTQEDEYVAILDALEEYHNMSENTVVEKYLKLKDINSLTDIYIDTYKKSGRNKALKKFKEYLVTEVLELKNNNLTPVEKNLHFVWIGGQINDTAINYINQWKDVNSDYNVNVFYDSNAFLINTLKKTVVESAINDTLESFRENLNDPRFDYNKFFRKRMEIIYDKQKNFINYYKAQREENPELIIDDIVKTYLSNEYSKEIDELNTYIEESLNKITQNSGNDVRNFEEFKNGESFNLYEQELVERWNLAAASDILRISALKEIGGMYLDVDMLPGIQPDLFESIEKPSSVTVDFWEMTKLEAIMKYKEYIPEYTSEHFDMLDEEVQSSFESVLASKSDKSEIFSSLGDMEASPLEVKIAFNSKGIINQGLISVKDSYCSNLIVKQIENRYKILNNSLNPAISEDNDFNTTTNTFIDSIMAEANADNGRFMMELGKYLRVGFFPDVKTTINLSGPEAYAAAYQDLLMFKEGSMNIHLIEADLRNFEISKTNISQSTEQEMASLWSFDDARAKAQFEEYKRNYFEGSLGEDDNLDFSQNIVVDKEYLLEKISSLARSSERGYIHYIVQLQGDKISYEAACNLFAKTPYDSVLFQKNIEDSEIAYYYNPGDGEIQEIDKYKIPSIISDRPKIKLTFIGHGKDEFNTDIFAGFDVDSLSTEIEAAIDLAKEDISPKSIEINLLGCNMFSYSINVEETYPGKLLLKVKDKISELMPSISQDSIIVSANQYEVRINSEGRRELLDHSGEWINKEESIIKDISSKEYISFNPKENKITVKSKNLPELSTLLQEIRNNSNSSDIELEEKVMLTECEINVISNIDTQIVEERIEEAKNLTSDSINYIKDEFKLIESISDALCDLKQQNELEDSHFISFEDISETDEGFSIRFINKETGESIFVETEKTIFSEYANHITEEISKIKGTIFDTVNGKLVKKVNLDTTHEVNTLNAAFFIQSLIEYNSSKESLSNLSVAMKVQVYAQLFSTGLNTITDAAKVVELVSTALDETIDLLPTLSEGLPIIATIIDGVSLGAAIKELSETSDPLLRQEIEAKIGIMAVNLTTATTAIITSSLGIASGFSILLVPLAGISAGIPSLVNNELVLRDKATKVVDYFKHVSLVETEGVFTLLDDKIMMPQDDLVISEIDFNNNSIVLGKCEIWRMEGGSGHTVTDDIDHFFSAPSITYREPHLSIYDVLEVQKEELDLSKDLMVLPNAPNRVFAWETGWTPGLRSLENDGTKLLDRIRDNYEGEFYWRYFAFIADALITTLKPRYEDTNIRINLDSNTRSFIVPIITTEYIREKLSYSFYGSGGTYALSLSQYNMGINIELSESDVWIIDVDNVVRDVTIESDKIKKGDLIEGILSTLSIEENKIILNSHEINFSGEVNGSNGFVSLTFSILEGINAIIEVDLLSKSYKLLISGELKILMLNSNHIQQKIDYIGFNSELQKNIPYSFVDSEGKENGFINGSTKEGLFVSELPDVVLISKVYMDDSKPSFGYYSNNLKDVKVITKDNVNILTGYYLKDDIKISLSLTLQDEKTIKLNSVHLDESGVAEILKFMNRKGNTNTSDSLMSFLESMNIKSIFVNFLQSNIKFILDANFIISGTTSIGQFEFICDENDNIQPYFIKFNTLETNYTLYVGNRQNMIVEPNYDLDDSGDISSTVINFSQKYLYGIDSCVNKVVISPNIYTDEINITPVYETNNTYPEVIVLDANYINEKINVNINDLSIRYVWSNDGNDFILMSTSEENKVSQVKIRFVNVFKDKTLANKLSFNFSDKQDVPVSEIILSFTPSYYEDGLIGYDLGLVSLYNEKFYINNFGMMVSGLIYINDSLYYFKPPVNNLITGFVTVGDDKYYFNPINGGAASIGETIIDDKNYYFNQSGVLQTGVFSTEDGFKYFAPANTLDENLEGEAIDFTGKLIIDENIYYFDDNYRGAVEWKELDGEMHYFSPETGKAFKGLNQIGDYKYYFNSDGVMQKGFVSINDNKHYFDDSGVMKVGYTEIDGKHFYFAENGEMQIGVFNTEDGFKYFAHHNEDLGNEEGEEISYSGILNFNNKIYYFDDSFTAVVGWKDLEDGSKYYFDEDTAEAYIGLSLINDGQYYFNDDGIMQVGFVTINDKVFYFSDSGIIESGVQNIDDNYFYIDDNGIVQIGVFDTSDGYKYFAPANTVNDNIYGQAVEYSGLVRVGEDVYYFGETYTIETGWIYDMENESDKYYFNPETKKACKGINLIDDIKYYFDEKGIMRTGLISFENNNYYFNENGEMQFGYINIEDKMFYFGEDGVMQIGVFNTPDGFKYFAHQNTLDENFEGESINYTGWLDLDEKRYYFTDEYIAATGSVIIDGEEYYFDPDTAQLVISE
PfHsp40 yeast – rescue of PfHsp40-mediated yeast toxicity. S. cerevisiae expressing PfHsp40, growth rescue, ATP luminescence. growth rescue, % at 12.5 µM. 0.68% of 340,000 active. AID 504582; in the data active = growth rescue above about 28%, passing the limit was not always enough;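 also: yeast W303a lacking pdr1 and pdr3 grown in galactose medium; growth measured after three days at 30 °C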
Anthrax LF prot – anthrax lethal factor protease inhibition; P15917; multiplex microsphere protease cleavage assay, LF; inhibition, % at 10 µM; 0.12% of 360,000 active; AID 588501; in the data active = inhibition above about 30%; also: plate controls were buffer without enzyme for full effect and enzyme alone for no effect
SSB-PriA inh – blocks PriA binding to SSB C-terminal tail | AlphaScreen SSBct-PriA binding, biotinylated peptide | 0.6% of 430,000 active | inhibition, % at 33 µM | AID 1272365; in the data active = inhibition mostly above about 37%, no sharp cut-off; inactive = mostly below about 20%;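 also: plate controls were negative control peptide for no effect and reference peptide for full effect; strong numbers were not always called active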
SARS 3CLpro inh – SARS-CoV 3CLpro protease inhibition | P0C6X7 | recombinant SARS-CoV 3CLpro, quenched FRET peptide cleavage | inhibition, % at 6 µM | 0.14% of 290,000 active; in the data active = inhibition above about 12%
Yp Topo-I inh – blocks Yersinia pestis topoisomerase I activity. Y. pestis Topo-I cleavage product accumulation, plate reader. activity, % at 10 µM. 0.064% of 360,000 active; in the data active = activity above about 50%, passing the limit was not always enough; also: inactives centre near 2
DUSP3 inh – blocks human VHR1 dual specificity phosphatase; inhibition, % at 13.3 µM; 0.52% of 290,000 active; P51452; recombinant VHR phosphatase, pNPP absorbance; AID 1654; in the data active = inhibition above about 50%; also: some compounds called inactive have numbers as strong as hits
MazEF act – activators of E. coli MazEF toxin-antitoxin RNase; FAM/BHQ RNA-DNA oligo cleavage fluorescence, 5 h; activation, % at 20 µM; 0.32% of 350,000 active; in the data active = activation above about 50%
The depositor's hits bear a star; i = inactive; . = not tested or not shown; & = joins results of further samples.

no.	mol	PfHsp40 yeast	SSB-PriA inh	Anthrax LF prot	TcdB GH inh	MazEF act
1	COC(=O)Cn1c(=NC(=O)CCS(=O)(=O)c2ccccc2)sc2c(OC)ccc(OC)c21	-0.5	1&-15	-4	1.7	-11
2	O=C(CCNS(=O)(=O)c1ccccc1)NNC(=O)C1COc2ccccc2O1 (stereo not drawn)	0.2	-4	-6	-2.3	2
3	CCSc1nc2ccccc2n1CCOc1ccccc1	1.3	-18	6	.	-6
4	O=C(CSc1nnc(-c2ccccc2F)n1CCc1ccccc1)Nc1ccc2[nH]c(=O)[nH]c2c1	0.7	3	-2	.	3
5	Cc1ccoc1C(=O)NCCCNC(=O)c1occc1C	-1.3	-3	-2	.	3
6	CCOc1ccc(S(=O)(=O)NCc2ccncc2)cc1NC(=O)c1ccccc1F	-0.2	7	-2	-1.6	-13
7	Nc1c(-c2ccccc2)c(CN2CCOCC2)nn1-c1cccc([N+](=O)[O-])c1	0.3	-9	-4	.	7
8	COc1cccc(CC(=O)NN2C(=O)NC3(CCCCC3)C2=O)c1	-0.8	0	14	-0.5	-1
9	O=C(CCCSc1nc2sc3c(c2c(=O)[nH]1)CCC3)NCCCO	0.6	0	-6	0.6	0
10	CC1=NN2C(=N)/C(=C\c3ccc(SCc4ccccc4)o3)C(=O)N=C2S1	-0.6	-20	1	.	0
11	COc1ccc(C(=O)Nc2ccc(S(=O)(=O)N3CCCC3)cc2)c(OC)c1	0.1	10	0	.	-6
12	O=C1CC(N2CCC(O)(c3ccc(Cl)cc3)CC2)C(=O)N1 (stereo not drawn)	-0.1	-5	0	.	-8
13	COc1ccc(OC)c(-c2cc(C3CCN(c4cc(Cl)nc(N)n4)CC3)[nH]n2)c1	0.4	.	-12	.	-23
14	NC(=O)c1ccsc1NC(=O)COC(=O)CCCOc1ccccc1	-1.7	-12	0	1.0	-7
15	CC1Cc2ccccc2N1S(=O)(=O)c1cccc(C(=O)OCC(=O)NCc2ccco2)c1 (stereo not drawn)	0.3	-2	-1	1.5	10

no.	DUSP3 inh	Yp Topo-I inh	BH1578 lux ind	SARS 3CLpro inh	Rv3671c protease
1	16	3	-0.6	0	6
2	.	10	i	.	-2
3	13	-7	5.0	7	-16
4	8	13	i	-2	0
5	-6	15	i	-1	-39
6	-5	5	i	1	-5
7	16	12	-0.3	-3	2
8	.	-4	i	.	8
9	0	4	-0.8	3	-2
10	20	-7	3.1	0	-7
11	-10	15	.	-2	-11
12	8	-1	i	-1	-1
13	40	-4	-0.2	3	-21
14	.	2	i	.	.
15	10	-6	i	7	-3

Some entries already given, limited to Anthrax LF prot, Yp Topo-I inh and DUSP3 inh:
#	smiles	Anthrax LF prot	Yp Topo-I inh	DUSP3 inh
7	Nc1c(-c2ccccc2)c(CN2CCOCC2)nn1-c1cccc([N+](=O)[O-])c1	-4	12	16
8	COc1cccc(CC(=O)NN2C(=O)NC3(CCCCC3)C2=O)c1	14	-4	.

Back to the main list, repeating the three entries before the break.
no.	mol	PfHsp40 yeast	SSB-PriA inh	Anthrax LF prot	TcdB GH inh	MazEF act
13	COc1ccc(OC)c(-c2cc(C3CCN(c4cc(Cl)nc(N)n4)CC3)[nH]n2)c1	0.4	.	-12	.	-23
14	NC(=O)c1ccsc1NC(=O)COC(=O)CCCOc1ccccc1	-1.7	-12	0	1.0	-7
15	CC1Cc2ccccc2N1S(=O)(=O)c1cccc(C(=O)OCC(=O)NCc2ccco2)c1 (stereo not drawn)	0.3	-2	-1	1.5	10
16	COC(=O)c1ccc(NC(=O)COC(=O)c2nc3nccc(C)n3n2)cc1	-0.1	-14	-6	0.2	8
17	COc1ccc(N(CC(=O)NCc2ccc3c(c2)OCO3)C(=O)CCC(=O)Nc2ccccn2)cc1	-0.7	-22	-2	1.2	1
18	COc1ccc(C/C(N)=N/O)cc1	-0.9	.	-1	.	2
19	Cn1cc(C(CO)Cc2ccccc2)c2ccccc21 (stereo not drawn)	1.8	-2	-6	20*	2
20	OCCNc1nc(-c2cccnc2)nc2ccccc12	-0.9	-2	1	.	3
21	CC(C)C[C@H](NC(=O)[C@H]1N2C(=O)c3ccccc3C2SC1(C)C)C(=O)N[C@@H](Cc1ccccc1)C(=O)O (stereo partly drawn)	-0.4	1	1	-0.5	-4
22	Cc1ccccc1CN1C2=NCCN2c2ccccc21	-1.7	-26	-1	.	3
23	Cc1cc(F)ccc1S(=O)(=O)Nc1ccccc1C(=O)Nc1ncn[nH]1	2.6	-27	-3	.	-1
24	CC(OC(=O)Cn1[nH]c(=O)c2ccccc2c1=O)C(=O)c1ccccc1 (stereo not drawn)	0.5	10	-4	1.3	-5
25	O=c1cc(-c2ccccc2)cc(-c2ccccc2)n1CCCO	-2.0	-5	-1	0.9	-11
26	CC(Cc1ccccn1)NC(=O)CCc1nnc(C2CCCCC2)o1 (stereo not drawn)	-0.1	-4	1	0.0	-8
27	O=C(CSc1nnc(Cc2cccs2)n1Cc1ccco1)Nc1cccc(Cl)c1	1.0	-2	-5	.	10
28	CCN(CC)S(=O)(=O)c1cccc(-c2nnc(SCC(=O)NC3CCCCCC3)n2N)c1	0.5	-2	-3	.	-5
29	COC(=O)C12CC3CC(C1)CC(n1cnc(Cl)n1)(C3)C2	-2.8	-7	-5	.	3
30	COc1ccc(C(CNC(=O)C(C)(C)Oc2ccc(Cl)cc2)N2CCCC2)cc1 (stereo not drawn)	-0.7	-10	-2	0.0	6

no.	DUSP3 inh	Yp Topo-I inh	BH1578 lux ind	SARS 3CLpro inh	Rv3671c protease
13	40	-4	-0.2	3	-21
14	.	2	i	.	.
15	10	-6	i	7	-3
16	-33	7	-0.7	4	-5
17	0	-1	-0.1	0	8
18	-7	-6	i	1	-1
19	.	3	-0.6	.	-5
20	1	4	1.7	1	1
21	13	10	-0.5	-4	9
22	-10	-2	-0.6	0	-2
23	24	2	i	-5	-3
24	8	0	1.7	1	0
25	.	19	-2.1	.	-5
26	49	2	-0.8	5	-11
27	1	3	i	-1	-19
28	21	-7	i	3	-6
29	18	3	-0.3	1	-3
30	.	-3	-0.8	.	-2

The last 3 compounds of the section before are carried over, then new ones follow:
no.	mol	PfHsp40 yeast	SSB-PriA inh	Anthrax LF prot	TcdB GH inh	MazEF act
28	CCN(CC)S(=O)(=O)c1cccc(-c2nnc(SCC(=O)NC3CCCCCC3)n2N)c1	0.5	-2	-3	.	-5
29	COC(=O)C12CC3CC(C1)CC(n1cnc(Cl)n1)(C3)C2	-2.8	-7	-5	.	3
30	COc1ccc(C(CNC(=O)C(C)(C)Oc2ccc(Cl)cc2)N2CCCC2)cc1 (stereo not drawn)	-0.7	-10	-2	0.0	6
31	Cc1c(O)nc(SCC(=O)Nc2cccc(C(F)(F)F)c2)n(-c2ccccc2)c1=O	2.3	-7	0	0.6	3
32	COC(=O)c1sc(NC(=O)COc2cccc3ccccc23)nc1C	-0.1	-9	5	.	-128
33	Cc1c(C)c2ccc(OCC(=O)Nc3ccccn3)c(C)c2oc1=O	-1.3	2	.	0.8	-1
34	CCc1ccc(NS(=O)(=O)c2ccc3[nH]cc(C(=O)N4CCCCC4)c(=O)c3c2)cc1	22	7	-1	.	3
35	COc1ccc(C(=O)/C=C/c2ccc(C)cc2)c(OC(=O)c2ccc([N+](=O)[O-])cc2)c1	-0.1	-8	-2	.	-1
36	O=C(O)CCc1nn2c3ccccc3n(CCN3CCCCC3)c2nc1=O	-0.7	2	0	.	9
37	CN(C)CCN(CC1CCCN(Cc2ccccc2F)C1)C(=O)Cc1ccccc1F (stereo not drawn)	-0.5	-11	.	0.3	-24
38	O=C(Nc1nnc(S(=O)(=O)N2CCOCC2)s1)c1ccccc1F	-2.9	-15	-1	-2.0	7
39	CCOc1ccc(N=C2NN=C(c3cc(C)n(CC4CCCO4)c3C)CS2)cc1 (stereo not drawn)	0.1	-14	-10	0.5	16
40	O=C(CCNC(=O)C1CCN(S(=O)(=O)c2ccc(F)cc2)CC1)NCc1cccnc1	0.0	-5	-1	0.1	5
41	O=S(=O)(Nc1cccc2c1CCCC2)c1ccc(Cl)cc1	42*	-5	0	.	4
42	CCOCCn1c(CN2CCCCC2C)nc2c1c(=O)n(C)c(=O)n2C (stereo not drawn)	0.9	4	-14	1.0	3
43	O=C(CSc1nnc(-c2ccncc2)o1)NC1C2CC3CC(C2)CC1C3 (stereo not drawn)	0.2	-11	1	.	4
44	CCCCCCCC(=O)N/N=C(\C)c1cccnc1	9.2	.	-6	.	4
45	CCc1ccc(OCCOC(=O)Nc2ccccc2)cc1	-0.2	-18	-6	0.0	-34

no.	DUSP3 inh	Yp Topo-I inh	BH1578 lux ind	SARS 3CLpro inh	Rv3671c protease
28	21	-7	i	3	-6
29	18	3	-0.3	1	-3
30	.	-3	-0.8	.	-2
31	-4	5	-0.6	2	.
32	29	-2	i	-3	-16
33	2	6	-0.2	-13	10
34	2	11	-0.6	1	-4
35	17	-10	i	1	2
36	-19	4	-0.1	-3	-4
37	64	14	-0.9	-3	-9
38	-12	-5	-0.4	-4	1
39	25	0	-0.2	-3	3
40	25	3	-0.3	-5	-3
41	-3	9	-0.2	5	-7
42	6	1	-0.8	1	12
43	15	-12	i	1	8
44	27	-6	-0.3	-2	-15
45	18	16	-0.6	3	-2

no.	mol	PfHsp40 yeast	SSB-PriA inh	Anthrax LF prot	TcdB GH inh	MazEF act
46	CCOc1ccc2nc(Cl)c(/C=C/C(=O)c3ccco3)cc2c1	1.2	-4&-5	-8	.	1
47	CC1CCCCC1NC(=O)COC(=O)/C=C/c1ccc2c(c1)OCO2 (stereo not drawn)	0.1	-3	-4	.	-3
48	COC(=O)c1ccc2c(c1)NC(=O)CS2	-0.9	-11	5	2.0	-13
49	CCCCc1nc2ccccc2c(=O)n1NC(=O)c1c(O)c2ccccc2n(C)c1=O	-0.7	-4	-1	-0.1	-1
50	O=C1CN(c2ccccc2)C(=S)N1C(=O)c1ccccc1	0.6	4	-16	-0.7	-15
51	COc1cccc(CNC(=O)COc2cc3c(c4oc(=O)cc(C)c24)CCC(C)(C)O3)c1	5.9	0	5	0.5	1
52	O=C(NCC(c1cccnc1)N1CCN(c2ccccc2F)CC1)c1ccccc1 (stereo not drawn)	-0.8	-2	-8	0.5	10
53	COc1cccc(C(=O)Nc2nnc(S(=O)(=O)N3CCCC3)s2)c1	-0.3	-1	-6	0.8	3
54	C[C@H](O)CNC(=O)c1[nH]cnc1C(=O)N[C@@H](C)c1ccccc1	.	.	-2	-0.4	5
55	CN1CCC2(CC1)N=C(c1ccc(F)cc1)C(=S)N2C(=O)c1ccc(C(C)(C)C)cc1	-1.5	-6	-2	0.4	20
56	O=C(CCS(=O)(=O)c1ccc(Br)cc1)N1CCCCCC1	-0.7	9	-1	1.4	-12
57	Cc1ccc(-c2nnc(NCCCO)c3ccccc23)cc1	-0.2	4	-1	1.6	-3
58	CCOC(=O)c1cnc2c(C(F)(F)F)cccc2c1N1CCN(C)CC1	0.2	-8	-1	0.8	11
59	Cc1ccccc1NC(=O)CC1SC(=Nc2ccc(O)cc2)NC1=O (stereo not drawn)	-0.1	-2	-5	1.3	2

no.	DUSP3 inh	Yp Topo-I inh	BH1578 lux ind	SARS 3CLpro inh	Rv3671c protease
46	24	0	i	2	-7
47	10	-3	i	-2	-11
48	6	9	-0.4	0	2
49	-5	36	-0.4	0	4
50	-10	1	i	-1	-5
51	17	33	-0.5	2	-14
52	13	7	-0.6	5	-3
53	14	-5	i	-2	-5
54	.	5	-0.4	.	.
55	9	-1	-1.8	1	8
56	48	12	i	0	9
57	4	2	-0.6	4	-6
58	2	-2	-2.2	0	-5
59	-7	-5	i	-1	1

Compound activity deposited in PubChem BioAssay by several laboratories.

This is a subset; rates above refer to the full screens.
